TcdB inh: inhibitors of Clostridioides difficile toxin B glycohydrolase; TcdB glycohydrolase enzymatic assay, plate reader; inhibition, % at 9.99 µM; P18177; AID 652162; 350,000 compounds, 0.24% hits; in the data active = inhibition above about 10%
Target sequence (P18177 whole entry, looked up): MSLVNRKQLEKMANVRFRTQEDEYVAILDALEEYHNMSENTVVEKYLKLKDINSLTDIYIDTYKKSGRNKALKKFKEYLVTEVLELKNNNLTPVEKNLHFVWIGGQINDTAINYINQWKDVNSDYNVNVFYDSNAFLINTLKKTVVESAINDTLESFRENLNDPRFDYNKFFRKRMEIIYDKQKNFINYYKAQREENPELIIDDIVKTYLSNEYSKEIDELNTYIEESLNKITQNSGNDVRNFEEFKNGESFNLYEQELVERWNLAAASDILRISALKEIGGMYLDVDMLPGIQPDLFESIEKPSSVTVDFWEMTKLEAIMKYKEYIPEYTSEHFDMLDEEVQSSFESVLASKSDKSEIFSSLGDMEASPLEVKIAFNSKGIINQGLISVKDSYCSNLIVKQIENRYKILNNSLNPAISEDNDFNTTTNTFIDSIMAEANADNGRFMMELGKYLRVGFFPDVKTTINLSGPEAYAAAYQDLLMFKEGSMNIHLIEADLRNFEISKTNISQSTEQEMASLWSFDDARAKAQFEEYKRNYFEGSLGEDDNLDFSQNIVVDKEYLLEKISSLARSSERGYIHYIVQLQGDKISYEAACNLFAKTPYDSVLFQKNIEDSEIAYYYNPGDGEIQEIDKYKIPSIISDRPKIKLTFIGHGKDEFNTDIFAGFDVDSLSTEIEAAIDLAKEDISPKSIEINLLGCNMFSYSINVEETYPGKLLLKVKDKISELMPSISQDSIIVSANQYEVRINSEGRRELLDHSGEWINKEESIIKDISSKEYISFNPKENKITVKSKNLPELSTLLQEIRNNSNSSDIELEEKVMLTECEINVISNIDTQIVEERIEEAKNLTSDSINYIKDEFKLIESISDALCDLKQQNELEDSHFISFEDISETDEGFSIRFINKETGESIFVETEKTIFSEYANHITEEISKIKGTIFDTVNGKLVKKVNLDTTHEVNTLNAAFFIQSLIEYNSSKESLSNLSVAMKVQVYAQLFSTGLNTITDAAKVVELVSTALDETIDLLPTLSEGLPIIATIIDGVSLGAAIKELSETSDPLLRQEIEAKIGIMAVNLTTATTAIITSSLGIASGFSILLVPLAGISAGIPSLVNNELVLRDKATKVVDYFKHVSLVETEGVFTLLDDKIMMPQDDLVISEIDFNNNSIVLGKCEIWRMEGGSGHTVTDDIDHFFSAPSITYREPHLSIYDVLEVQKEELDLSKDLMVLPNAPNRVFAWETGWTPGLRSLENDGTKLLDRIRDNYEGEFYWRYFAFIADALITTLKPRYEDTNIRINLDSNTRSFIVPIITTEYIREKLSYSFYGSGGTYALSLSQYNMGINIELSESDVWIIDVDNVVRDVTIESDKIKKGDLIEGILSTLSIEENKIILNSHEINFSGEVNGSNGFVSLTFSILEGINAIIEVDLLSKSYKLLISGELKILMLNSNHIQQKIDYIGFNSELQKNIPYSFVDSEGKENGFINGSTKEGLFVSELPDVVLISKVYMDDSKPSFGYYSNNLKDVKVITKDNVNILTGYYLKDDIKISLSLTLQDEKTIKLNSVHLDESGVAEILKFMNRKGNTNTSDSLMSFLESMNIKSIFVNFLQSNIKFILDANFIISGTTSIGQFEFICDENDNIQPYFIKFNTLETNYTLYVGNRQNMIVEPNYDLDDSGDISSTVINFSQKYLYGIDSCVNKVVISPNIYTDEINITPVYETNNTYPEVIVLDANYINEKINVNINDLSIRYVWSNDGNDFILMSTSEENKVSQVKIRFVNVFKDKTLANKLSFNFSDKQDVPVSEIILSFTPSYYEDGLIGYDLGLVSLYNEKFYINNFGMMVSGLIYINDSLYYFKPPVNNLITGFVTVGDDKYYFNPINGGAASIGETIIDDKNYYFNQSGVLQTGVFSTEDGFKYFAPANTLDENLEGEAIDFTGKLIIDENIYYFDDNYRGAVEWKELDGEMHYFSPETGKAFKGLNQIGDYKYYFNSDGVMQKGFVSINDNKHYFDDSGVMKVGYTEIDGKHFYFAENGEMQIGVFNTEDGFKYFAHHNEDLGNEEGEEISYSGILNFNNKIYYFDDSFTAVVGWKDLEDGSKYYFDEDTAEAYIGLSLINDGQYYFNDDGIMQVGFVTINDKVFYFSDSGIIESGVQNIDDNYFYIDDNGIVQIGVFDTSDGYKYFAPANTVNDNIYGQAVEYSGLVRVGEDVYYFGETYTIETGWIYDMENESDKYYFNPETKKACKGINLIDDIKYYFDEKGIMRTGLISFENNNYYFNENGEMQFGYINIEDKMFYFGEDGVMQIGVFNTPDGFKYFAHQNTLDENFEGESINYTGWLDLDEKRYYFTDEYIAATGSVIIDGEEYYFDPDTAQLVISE
Anthrax LF prot: blocks Bacillus anthracis lethal factor protease; P15917; multiplex microsphere protease cleavage assay, LF; inhibition, % at 10 µM; 360,000 compounds, 0.12% hits; AID 588501; note: plate controls were buffer without enzyme for full effect and enzyme alone for no effect
SARS 3CLpro inh: SARS-CoV 3CLpro protease inhibition | inhibition, % at 6 µM | recombinant SARS-CoV 3CLpro, quenched FRET peptide cleavage | P0C6X7 | 290,000 compounds, 0.14% hits; in the data active = inhibition above about 12%
PfHsp40 yeast: restores yeast growth despite PfHsp40 toxicity. growth rescue, % at 12.5 µM. 340,000 compounds, 0.68% hits. S. cerevisiae expressing PfHsp40, growth rescue, ATP luminescence; in the data active = growth rescue above about 28%, passing the limit was not always enough; inconclusive = no clear call, values can overlap the other calls;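 note: yeast W303a lacking pdr1 and pdr3 grown in galactose medium; growth measured after three days at 30 °C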
CCHF vOTU inh: CCHFV vOTU protease inhibition; inhibition, % at 11.5 µM; Pep-AMC fluorescence; AID 651958; 370,000 compounds, 0.55% hits; in the data active = inhibition above about 30%; note: 0% = vehicle wells with enzyme and 100% = no enzyme wells
SSB-PriA inh: K. pneumoniae PriA-SSBct interaction inhibition | AlphaScreen SSBct-PriA binding, biotinylated peptide | inhibition, % at 33 µM | 430,000 compounds, 0.6% hits; in the data active = inhibition mostly above about 37%, no sharp cut-off; inactive = mostly below about 20%;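 note: plate controls were negative control peptide for no effect and reference peptide for full effect; strong numbers were not always called active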
VHR inh abs: DUSP3 (human) phosphatase inhibition; recombinant VHR phosphatase, pNPP absorbance; inhibition, % at 13.3 µM; 290,000 compounds, 0.52% hits; in the data active = inhibition above about 50%; note: some compounds called inactive have numbers as strong as hits
Y pestis TopoI: inhibitors of Yersinia pestis topoisomerase I. Y. pestis Topo-I cleavage product accumulation, plate reader. 360,000 compounds, 0.064% hits. activity, % at 10 µM. AID 504884; in the data active = activity above about 50%, passing the limit was not always enough; inconclusive = no clear call, values can overlap the other calls; note: inactives centre near 2
BoNT-A LC inh2: inhibitors of Botulinum neurotoxin A light chain protease; inhibition, % at 10 µM; AID 588499; 360,000 compounds, 0.17% hits; multiplex microsphere protease substrate cleavage, flow cytometry; note: plate controls were buffer without enzyme for full effect and enzyme alone for no effect
Vc quorum ag: inducers of Vibrio cholerae quorum light production without autoinducers. V. cholerae BH1578 lux reporter, luminescence, 6 h. activation, % at 18.7 µM. 350,000 compounds, 0.16% hits. AID 588436; in the data active = activation mostly above about 9.7%, no sharp cut-off; inconclusive = no clear call, values can overlap the other calls; inactive = mostly below about 3.7%; note: not every result past the cut was called active; inactives centre near 0; reference of the scale not given here
* marks the source's active call; other numbers are inactive results; i = inactive; ? = inconclusive; nt = no result given; & = joins results of further samples. Cut-off read from the data, not from the text of the source, unless noted: active = inhibition above about 30%; inconclusive = no clear call, values can overlap the other calls; inactive = below that. The list is partial; rates above refer to the full screens.

Each structure is followed by: Vc quorum ag, TcdB inh, SARS 3CLpro inh, CCHF vOTU inh, VHR inh abs, SSB-PriA inh, PfHsp40 yeast, Y pestis TopoI, Anthrax LF prot, BoNT-A LC inh2
- O=C(NNC(=O)c1sccc1-n1cccc1)c1cccs1
 : -0.5, -0.4, 6, -8, 10, 9, -0.3, 8, -3, -0.7
- CC1=NC(C(F)(F)F)(C(F)(F)F)C2=C(CC(C)(C)CC2=O)N1Cc1ccco1
 : i, nt, -2, 19, 27, -2, 1.2, 0, -9, 0.1
- Cc1nc(N)ncc1CCC1OCCO1
 : i, 1.5, nt, 3, nt, nt, nt, 5, -7, -0.1
- COc1cccc(C2C(C(=O)c3cccs3)=C(O)C(=O)N2c2cc(C)on2)c1 (stereo unspecified)
 : 1.4, nt, 1, 2, 15, -4, -0.3, -6, -1, -1.4
- O=C1C=C(Nc2ccc(Cl)cc2)CC(c2ccc(Cl)cc2)C1 (stereo unspecified)
 : -1.7, nt, 1, 8, 8, 5, 8.8, 20, 0, 0.8
- COc1ccc(NC(=O)CSc2nc(O)cc(=O)n2-c2ccc(OC)cc2)cc1
 : -0.2, 0.6, -2, 8, 10, -4, 2.8, -1, 15, -1.1
- Cc1nnc(SCc2nc3ccccc3s2)n1-c1ccccc1
 : -0.4, nt, 0, -14, 27, 6, 0.4, -9, 20, 23
- CCn1c(/N=C/c2ccccc2NS(=O)(=O)c2ccc(C)cc2)nc2ccccc21
 : -0.2, nt, 6, nt, -2, nt, 3.5, -3, -3, 2.0
- CCCOc1ccc(C(=O)CCC(=O)OC(C)C(=O)Nc2ccc(NC(C)=O)cc2)cc1 (stereo unspecified)
 : -0.3, 1.6, nt, 17, nt, -12, 1.1, -4, nt, nt
- CCn1c(C)c(C)c2cc(C(=O)NCCCN3CCCCCC3)ccc21
 : 0.2, -2.5, -3, 7, 48, 27, 1.0, -3, -1, 0.8
- Nc1c(C(=O)Nc2ccccc2)sc2nc(N3CCOCC3)c3c(c12)CCCC3
 : -7.6, 1.7, nt, 4, nt, nt, nt, 4, 2, -0.1
- Cc1cc(C)n(CCC(=O)N/N=C/c2ccc(Cl)c([N+](=O)[O-])c2)n1
 : -0.4, 0.1, -3, -3, -3, i, -0.7, 2, nt, nt
- CCCN(CC(=O)Nc1ccccc1OC)C(=O)c1cc(S(=O)(=O)NCc2ccccc2)ccc1C
 : -0.3, -0.2, 2, -3, 24, -4, -0.3, 5, 8, -0.5
- O=S(=O)(c1ccc(OCC(O)CNCc2ccco2)c(Cl)c1)N1CCOCC1 (stereo unspecified)
 : -0.7, 0.3, -6, 7, 17, 6, -0.2, -11, -2, 0.8
- COc1ccc2cc(OCC(=O)NNC(=O)Nc3ccc(OC)c(OC)c3)ccc2c1
 : -0.6, 0.2, -1, -4, 22, 4, 1.7, -11, 1, -1.6
- Clc1cccc(CNc2ccn3nc(-c4cccc(OCc5ccccc5)c4)cc3n2)c1
 : -4.0, -0.3, nt, 2, nt, nt, nt, -8, -2, -0.2
- Cc1ccc(C(=O)NCCSc2ccc(Cl)cc2)cc1[N+](=O)[O-]
 : -1.2, nt, 7, 9, 8, 1, -0.3, 2, -3, 0.4
- CCOC(=O)c1nn(-c2ccc3c(c2)OCCO3)cc1O
 : i, 1.3, 5, -13, 13, 3, 0.1, 7, -4, -0.4
- COC(=O)CSC(=S)N1CCCC(C)C1 (stereo unspecified)
 : 0.7, -1.8, 2, 13, 8, -29, -0.1, -8, 8, 0.5
- CC(C)(C)c1ccc(OCCNC(=O)Cc2ccc(F)cc2)cc1
 : -0.2, 3.3, -3, 16, 1, 1, 2.2, 34, 0, -0.2
- COCCn1c(C)cc(C(=O)CSc2ccc3ccccc3n2)c1C
 : 0.6, nt, 1, 0, -19, 16&16, 0.8, 37, 3, -0.4
- CCCCN(CCCC)CP(=O)(c1ccccc1)c1ccccc1
 : -0.2, nt, -1, 5, 14, 7, -1.4, 37, -8, -0.2
- Cc1cccc(NC(=O)CSc2nc3ccccc3nc2N2CCCCC2)c1
 : -0.2, 3.6, 4, 0, 17, -20, -1.3, 21, 0, 1.4
- CC(CCCC(C)(C)O)NC(=O)c1ccc2oc(CCc3ccccc3)nc2c1 (stereo unspecified)
 : -0.4, 0.4, 1, -1, -8, 2, 0.0, 12, -3, 0.7
- CCCCn1c(N)c(N(C(=O)CSc2nnnn2-c2ccccc2)C2CCCC2)c(=O)[nH]c1=O
 : i, 0.9, nt, -13, nt, -16, -0.9, 5, 0, -0.4
- N#C/C(=C\c1ccc(OCc2ccc(C(=O)O)cc2)cc1)C(=O)NCc1ccccc1
 : -1.7, 0.5, -3, 3, 18, -4, 0.4, 11, 0, 1.8
- CCc1nc2ccc(C(=O)NCCOc3ccc(OC)cc3)cn2c1N(C)C(=O)C1CCCCC1
 : -0.5, -0.8, nt, 13, nt, nt, nt, 12, -4, 0.1
- Cc1ccc(C)c(S(=O)(=O)N2CCN(C(=O)c3cccnc3)CC2)c1
 : -0.1, 0.5, -1, -1, 15, 7, -1.2, 0, -1, -0.9
- CC1CN(CCc2ccccc2)c2nc3c(c(=O)n(CC(N)=O)c(=O)n3C)n2C1 (stereo unspecified)
 : -6.7, 0.5, -8, 4, 47, -1, 0.6, 10, -4, -2.6
- CN(CC(=O)N1CCN(c2ccccc2)CC1)C1CCCc2ccccc21 (stereo unspecified)
 : i, -0.9, 3, -8, 16, -1, -0.4, 20, -11, -1.7
- CCNC(=O)C1CC(=O)N(CCCc2ccccc2)C(=Nc2ccccc2)S1 (stereo unspecified)
 : -0.5, 1.3, 1, -5, -8, 1, 1.0, 8, -4, -1.6
- Cc1ccc(OCC(=O)NNC(=O)c2ccc(-n3cncn3)c([N+](=O)[O-])c2)cc1
 : -0.4, 2.7, nt, -5, nt, 11, -1.4, -8, 0, 0.5
- COc1ccc(C(=NN)c2ccc(OC)cc2)cc1
 : -0.6, -1.5, nt, -6, nt, -3, -0.3, 8, -16, -1.8
- C/C(=N\S(=O)(=O)c1ccc(C)cc1)NC(=S)Nc1ccc(C)cc1
 : -0.7, -4.9, 6, -4, 14, nt, -1.0, 5, -1, -3.0
- CC(C)Sc1ncc(S(=O)(=O)c2ccccc2)c(=O)[nH]1
 : 1.4, -0.7, 0, -10, 13, -26, ?, 10, 2, 0.0
- CCOP1(=O)OCC2OC(n3cnc4c(N)ncnc43)C(O)C2O1 (stereo unspecified)
 : i, 1.7, -4, -6, 12, -9, -0.9, -1, -7, 3.7
- O=C(NN1C(=O)C2C(C1=O)C1C=CC2C12CC2)c1ccc(Cl)cc1 (stereo unspecified)
 : i, 1.1, -1, 3, 17, -4, -0.9, -5, 2, -1.1
- CCOc1ccc(CN(C)CC(=O)NCc2ccccc2Cl)cc1
 : -0.5, 0.8, 0, -10, -1, -11, 0.2, 20, -3, 0.1
- CC(=O)Nc1ccc(-c2nc3cc(Cl)ccc3o2)cc1
 : -0.4, 0.8, -3, -7, 8, -8, -0.3, -3, nt, nt
- O=C(C1CC(=O)N(c2ccccc2F)C1)N1CCOCC1 (stereo unspecified)
 : i, 0.0, nt, -1, nt, 4, 1.9, 5, 0, -2.2
- CCc1cc(C(=O)c2ccc(OC)cc2)c(NC(=O)CN2CCN(C)CC2)s1
 : -0.6, 1.4, -3, 19, 20, -1, -1.5, 5, 5, 0.4
- COc1ccc(-c2nnc(SCC(=O)N3CCCCC3)o2)cc1OC
 : -0.4, 0.9, 2, 10, -2, 1, -0.3, 1, 2, 1.3
- CC(=O)c1cccc(CN2CCC(CO)(Cc3ccccc3)CC2)c1
 : nt, 1.2, 2, 8, 35, -7, -0.8, 0, 0, -0.1
- COCCNc1nc(-c2cc(-c3ccc(Cl)cc3)on2)cc(C(C)C)n1
 : i, -2.3, nt, 6, 15, 0, 0.4, 32, 1, 0.0
- Cc1ccccc1NC(=O)C1CCCN(S(=O)(=O)c2c(C)noc2C)C1 (stereo unspecified)
 : -5.6, nt, 0, 12, 4, 1, -0.1, -6, 5, -0.6
- NC(=O)COC(=O)c1ccccc1OCc1ccc(Cl)cc1
 : -1.4, 1.7, -2, -9, 30, -10, -0.2, 13, 1, -0.2
- COC(=O)CSc1nnc(CNS(=O)(=O)c2ccc(C)cc2)n1C
 : -0.4, nt, 3, 2, -4, 0, 0.6, -7, 0, 0.1
- COc1ccc(C2CC(=O)OC3=C2C(=O)CC(C)(C)C3)c(OC)c1 (stereo unspecified)
 : -0.5, -1.1, 3, 12, 17, -8, -1.7, -1, -4, -1.3
- CCOc1ccc(CC(=O)N/N=C/c2sccc2C)cc1
 : i, 0.7, -3, 2, 40, nt, 1.0, 19, -2, 2.2
- c1ccc(-n2cnc3cc(NCc4ccccn4)ccc32)cc1
 : -1.5, 2.9, 4, -2, 3, 34, 2.4, 15, -6, 0.9

Just CCHF vOTU inh, TcdB inh and BoNT-A LC inh2, for some of the entries so far:
molecule,CCHF vOTU inh,TcdB inh,BoNT-A LC inh2
COC(=O)CSc1nnc(CNS(=O)(=O)c2ccc(C)cc2)n1C,2,nt,0.1
COc1ccc(C2CC(=O)OC3=C2C(=O)CC(C)(C)C3)c(OC)c1 (stereo unspecified),12,-1.1,-1.3

Continued:
Each structure is followed by: Vc quorum ag, TcdB inh, SARS 3CLpro inh, CCHF vOTU inh, VHR inh abs, SSB-PriA inh, PfHsp40 yeast, Y pestis TopoI, Anthrax LF prot, BoNT-A LC inh2
- O=C(N/N=C/c1cccc([N+](=O)[O-])c1)c1c[nH]c2ccccc12
 : -0.2, 0.3, -6, 6, 4, i, -0.5, -12, nt, nt
- Cc1nn(-c2ccccc2)c(N2CCCCC2)c1/C=N/NC(=O)c1ccncc1
 : -0.4, -0.1, -3, 3, 17, nt, -1.1, 19, -1, 0.2
- Cn1c(CCN2CCCCC2)nc2cc(NS(=O)(=O)c3ccc(Cl)cc3)ccc21
 : i, nt, nt, 0, -11, 0, 0.0, -12, -3, 0.2
- Nc1cccc(Oc2cnccn2)c1
 : i, 1.5, 2, 3, -2, -6, -1.8, 8, -2, 0.6
- Nn1c(SCC(=O)Nc2c(Cl)cccc2Cl)nncc1=O
 : 1.2, 0.5, nt, 2, nt, -26, -1.0, 3, 1, 2.3
- CC(C)c1ccc(NC(=O)CN2CCN(C(=O)C3CCCO3)CC2)cc1 (stereo unspecified)
 : i, -0.3, 3, -8, 14, 1, -0.6, 2, 2, -1.2
- COc1ccccc1CNC(=O)COC(=O)CSc1ccc(C)c(C)c1
 : -5.0, 2.1, nt, 5, nt, -7, 1.2, 33, 1, 2.1
- CC(C)(C)NC(=O)NC(=O)CN1CCN(c2ccccc2O)CC1
 : -2.9, 1.5, -1, -14, 9, -10, -0.2, 3, -2, -0.6
- O=C(CSc1nc2ccccc2c(=O)n1C1CC1)NCc1ccccc1
 : i, nt, 3, 8, 28, -9, -1.0, -7, 2, -0.3
- COc1ccccc1CNC(=O)Cc1ccc(Br)cc1
 : -0.2, nt, -5, 12, 4, -13, 1.8, 4, 0, 0.6
- CC(=O)n1c(Cl)c(NC(=O)CCl)c2ccccc21
 : -4.2, 0.7, 5, 5, 20, -4, -1.0, 2, -5, 0.2
- CC1CCCN(CC(O)COCc2ccc3c(c2)OCO3)C1 (stereo unspecified)
 : i, 1.2, -2, 0, 22, 7, -0.4, 2, 1, 0.3
- CCOC(=O)N1CCc2c(sc3c2c(=O)n(Cc2ccccc2)c(=O)n3Cc2ccc(C)cc2)C1
 : -0.3, 1.3, 1, 0, -15, 3, 1.2, 20, -2, 0.1
- CCCCN(C)C(=O)c1cc2c(s1)-c1ccccc1S(=O)(=O)C2
 : -0.3, -4.8, 5, 4, 31, -16, 1.0, 16, -10, -1.4
- O=C(CN1CCN(Cc2ccccc2F)C1=O)NCc1cccnc1
 : -0.1, 0.1, -5, 8, -6, -3, -0.9, -2, -2, -0.3
- O=C1CCCN1CCCNc1ncnc2c1[nH]c1ccc(Cl)cc12
 : nt, -0.1, -2, -1, 6, -4, 0.3, 2, -3, 0.5
- CCOC(=O)CCc1c(C)nc2cc(-c3ccc(F)cc3)[nH]n2c1=O
 : i, nt, -5, 4, -19, -3, -1.5, -4, 0, 0.3
